# EPAC1 antagonist: EPAC1 (human) antagonism; O95398; EPAC1 GEF assay, Rap1b-BODIPY-GDP exchange fluorescence; Potency, µM (doses to about 115 µM), for inactives: at the highest dose activity change, negative = inhibition, hits mostly inhibitors; 360,000 tested, 0.14% active; AID 720709;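 also: potency is read from the fitted curve at half-maximal effect; plate controls were vehicle for no effect and positive control for full effect; nearly all actives have a fitted effect of over 50% in size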
# PI5P4Ka inh: inhibitors of human PI5P4K alpha. AID 652105. P48426. PI5P4Kalpha enzyme, ADP-Glo luminescence, 60 min; active compounds read low. 330,000 tested, 1.2% active. max response, %; active = max response of -50% or lower; inconclusive = between -30% and -50%; inactive = -30% or higher; also: value at the top dose of about 77 µM; % is scaled to controls: 0 for no effect and ±100 for the full control effect
# Target sequence (P48426 whole entry, looked up): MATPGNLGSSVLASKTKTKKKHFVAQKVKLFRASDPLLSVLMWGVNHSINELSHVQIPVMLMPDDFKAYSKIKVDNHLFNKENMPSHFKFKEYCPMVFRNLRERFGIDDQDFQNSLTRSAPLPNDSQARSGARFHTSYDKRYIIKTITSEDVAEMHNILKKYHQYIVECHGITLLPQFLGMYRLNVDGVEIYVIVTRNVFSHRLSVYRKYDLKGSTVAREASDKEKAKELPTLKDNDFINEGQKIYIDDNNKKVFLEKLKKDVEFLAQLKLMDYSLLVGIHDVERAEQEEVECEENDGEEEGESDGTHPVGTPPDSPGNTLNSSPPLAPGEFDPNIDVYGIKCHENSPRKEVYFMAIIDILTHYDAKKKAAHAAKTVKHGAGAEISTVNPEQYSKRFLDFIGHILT
#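 ADP-Glo luminescence end-point after a 60 min room-temperature kinase reaction. PI5P4Kalpha and substrate in HEPES pH 7.4 buffer with EGTA, 0.1% CHAPS and 5% DMSO; ATP at 5 microM final.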
# EPAC1 agonist: activates human EPAC1 exchange factor; EPAC1 agonist qHTS, biochemical assay; response scale: 100% = response to 6.5 mM cAMP; O95398; Potency, µM (top dose mostly 154 µM), inactives show at the top dose activation, most hits filed as activators; AID 720707; 360,000 tested, 0.073% active; also: potency is read from the fitted curve at half-maximal effect; nearly all actives have a fitted effect of over 60% in size
#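 Fluorescent GDP-exchange assay: 100 nM EPAC1 with 250 nM Rap1B preloaded with BODIPY-GDP and 50 uM GDP; compounds tested as concentration series, 5 min at room temperature, then read every 5 min for 30 min (ex 480/em 540 nm); normalized to 6.5 mM cAMP.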
# GLP-1R agonist: agonists of human GLP-1 receptor; P43220; HEK293 GLP-1R CRE-luciferase, luminescence, 4-6 h; cells express a hypersensitive GLP-1R form; Potency, µM (series often up to 45.6 µM), inactives show at the highest dose activation, usual class: activators; 380,000 tested, 0.007% active; AID 624172; also: potency is read from the fitted curve at half-maximal effect; % of control where 0% means no effect
# Target sequence (P43220 whole entry, looked up): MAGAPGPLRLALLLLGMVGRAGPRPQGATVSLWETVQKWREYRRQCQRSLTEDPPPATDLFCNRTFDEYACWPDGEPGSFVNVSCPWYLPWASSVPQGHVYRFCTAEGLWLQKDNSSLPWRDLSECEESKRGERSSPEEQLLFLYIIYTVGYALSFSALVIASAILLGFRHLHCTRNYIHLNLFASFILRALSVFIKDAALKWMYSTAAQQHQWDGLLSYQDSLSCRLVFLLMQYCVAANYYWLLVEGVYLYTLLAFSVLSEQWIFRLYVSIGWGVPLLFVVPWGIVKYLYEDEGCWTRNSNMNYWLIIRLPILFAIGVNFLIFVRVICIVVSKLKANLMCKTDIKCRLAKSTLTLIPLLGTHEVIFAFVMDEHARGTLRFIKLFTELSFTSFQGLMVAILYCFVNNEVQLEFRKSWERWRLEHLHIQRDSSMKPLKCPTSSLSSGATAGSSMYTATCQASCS
# IL2 activator: activators of IL-2; IL-2 activation reporter assay, cell-based qHTS; stimulated with anti-CD3/CD4/CD28 beads; in transgenic mouse T cells; activation, % (series mostly up to about 46 µM); 360,000 tested, 0.065% active; AID 652025; in the data active = activation above about 50%; inconclusive = mostly about 30% to 49%; also: 0% is about no effect
#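 Screening format: compound pinned onto unstimulated transgenic mouse T cells, 60 min incubation, then anti-CD3/anti-CD4/anti-CD28 bead stimulation for 18 hours at 37 degrees C, followed by EGFP and DsRed detection.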
# PTHR1 ag: PTHR1 (human) receptor agonism; Q03431; HEK293 GP2 PTHR1 cells, GloSensor cAMP luminescence, 1 h; Potency, µM (highest dose often 115 µM), inactives show top-dose activation, hits mostly activators; 410,000 tested, 0.075% active; AID 743266; also: potency is read from the fitted curve at half-maximal effect; nearly all actives have a fitted effect of over 55% in size; some results filed as inactive show a strong effect at the top dose; inactives centre near -15; many of its hits are not listed in these tables
#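 HEK-293-derived GP2 cells expressing PTHR1 and a GloSensor cAMP reporter, 3,000/well, plated overnight, given luciferin plus IBMX (each 0.5 mM as added) for 1 h at 37 °C, then compound for 1 h at 37 °C. Luminescence was read after 15 min at room temperature.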
# HEK293 tox: cytotoxic in the GLP-1 receptor inverse agonist counter-screen; HEK293 cAMP-luciferase reporter cells, luminescence, 24 h; Potency, µM (series often up to 38.3 µM), for the others: at the highest dose activity change, negative = inhibition, actives largely listed as inhibitors; 410,000 tested, 0.13% active; AID 624418;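 also: loss of luciferase light is scored as toxicity; potency is read from the fitted curve at half-maximal effect; % is scaled to controls: 0 for no effect and ±100 for the full control effect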
#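 MLSMR compounds, 24 hr on cells at 37 deg C/5% CO2; luminescence after luciferase reagent (12 min RT). Inhibition counted as the undesired cytotoxic outcome.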
# PLK1 PBD block: inhibitors of human PLK1 polo-box domain binding; P53350; Plk1 PBD binding of FITC phosphopeptide, fluorescence polarization; Potency, µM, for inactives: max response, negative = inhibition, usual class: inhibitors; 360,000 tested, 2.8% active; AID 720504; also: potency is read from the fitted curve at half-maximal effect; series mostly up to about 57 µM; % is scaled to controls: 0 for no effect and ±100 for the full control effect; nearly all actives have a fitted effect of over 65% in size
# GLP1R inv ag: GLP-1 receptor (human) inverse agonism; P43220; Potency, µM (top dose mostly 38.3 µM), for the others: at the top dose activity change, negative = inhibition, hits mostly inhibitors; 410,000 tested, 1.6% active; HEK293 GLP-1R CRE-luciferase, luminescence, 24 h; GLP-1R form is constitutively active; also: potency is read from the fitted curve at half-maximal effect; % is scaled to controls: 0 for no effect and ±100 for the full control effect; nearly all actives have a fitted effect of over 55% in size
#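 Inverse agonism was detected as reduced cAMP-driven luciferase luminescence after 24 h compound treatment. The cells were HEK293 clones expressing constitutively active human GLP-1R with the reporter. Reporter-only and GPR119 cell lines served as counterscreen controls.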
# Active calls of the source: *; i = inactive; u = inconclusive; x = no result given; & = joins results of further samples; [ ] = another dose, or the depositor's remark. Unless noted, calls follow the shape of the dose curve; as a rule, active = well fitted curve in the direction sought with a large enough effect; inconclusive = small, poorly fitted or top-dose-only effect, or another doubt; inactive = no such curve, though single readings can be large; an effect the other way counts as inactive or inconclusive. Only part of the results is shown. The share of hits here may be higher or lower than overall.
# Each structure is followed by: EPAC1 antagonist	PI5P4Ka inh	EPAC1 agonist	GLP-1R agonist	IL2 activator	PTHR1 ag	HEK293 tox	PLK1 PBD block	GLP1R inv ag
> CCOc1ccc(C2SCC(=O)Nc3c2c(=O)[nH]n3C2CCCCCC2)cc1 (stereo not given)
  -10.2%	-1.0	6.3%	-14.3%	-1.7	-34.0%[inhibitor][57.5 µM]	-3.5%	-10.4%	-2.8%
> COc1ccc(NC2Oc3cc4c(cc3C(c3cc(OC)c(OC)c(OC)c3)C2C)OCO4)cc1 (stereo not given)
  -8.7%	22.5	0.2%	11.5%	-4.1	-2.6%	0.1%	-4.4%	-48.4%
> CC(=O)CC(c1ccccc1[N+](=O)[O-])c1c(O)c2ccccc2oc1=O (stereo not given)
  15.0%	1.9	-2.4%	-4.5%	1.0	i	-10.9%	5.8%	12.9%
> COc1ccc2c(c1)[nH]c1c(=O)n(/N=C/c3ccc(OC)c(CN4CCCC4)c3)cnc12
  8.4%	-4.8	-2.9%	5.2%	0.4	i	u	u	u
> CC(C)CCC1(CCO)C(=O)NC(=S)NC1=O
  -9.8%	0.3	0.4%	3.6%	-0.7	-7.8%	-4.9%	-16.4%	29.9%
> CS(=O)(=O)c1ccc(C2=C(CNC(=O)c3cccnc3)[C@H]3CC[C@@H](C2)N3Cc2ccccc2)cc1
  -0.1%	-0.9	5.1%	-3.4%	0.0	-5.5%	4.3%	-15.7%	10.7%
> CC(=O)Nc1ccc(OC(=O)N(C)C)cc1
  -0.8%	x	2.6%	-4.7%	0.5	i	-1.8%	1.5%	u
> Fc1ccccc1CN1Cc2ccccc2-n2nncc2C1
  0.8%	-1.9	-5.2%	6.2%	-1.6	-0.9%	-14.7%	-0.8%	6.7%
> CC1CCC(NC(=O)CNC(=S)N2CC3CC(C2)c2cccc(=O)n2C3)CC1 (stereo not given)
  -9.9%	-2.7	21.5%	-2.1%	1.3	i	-21.3%	-29.9%	-17.5%
> c1ccc(N2[C@@H]3CC[C@H]2c2ccncc2C3)cc1
  6.4%	8.5	-1.5%	x	0.2	-14.2%	-9.1%	-0.7%	60.4%[activator]
> C[C@]12CC[C@@H](O)CC1=CCC1C2CC[C@]2(C)C(=O)[C@H](F)CC12 (stereo not given in full)
  -2.9%	-2.5	7.5%	0.2%	0.9	i	-4.9%	3.9%	-22.2%
> CCCCCCn1c(COc2ccccc2F)nnc1SCC(=O)N1c2ccccc2NC(=O)C1(C)C
  u	x	13.3%	-14.8%	-3.5	-16.3%[57.5 µM]	u	-2.4%	u
> COc1ccc(C2=NCC(=S)Nc3ccc(Cl)cc32)cc1OC
  -8.7%	11.2	6.1%	7.8%	0.6	i	-1.4%	-2.7%	19.4%
> COCCNC(=O)N1[C@H]2CC[C@@H]1C(C(=O)OC)=C(c1ccc(OC(F)(F)F)cc1)C2
  -18.8%	2.2	-13.4%	-6.5%	1.4	i	0.6%	-4.2%	-0.3%
> COc1ccc(Br)cc1CN1CCN(CCO)CC1
  -1.5%	x	2.8%	10.0%	-1.1	i	5.4%	-0.9%	48.0%[activator]
> Cc1cccc(C)c1-n1nnnc1C(C1CC1)N1CCC(n2c(=O)[nH]c3ccccc32)CC1 (stereo not given)
  8.7%	-0.2	9.1%	-6.4%	-0.3	-21.8%	-5.9%	-2.4%	19.5%
> CN1C2CCC1CC(OC(=O)c1cc(Cl)cc(Cl)c1)C2 (stereo not given)
  -0.8%	16.7	0.3%	-3.3%&-1.1%	-0.4	-8.7%[57.5 µM]	-9.4%	-2.3%	u
> Cc1cc(OC(=O)c2ccco2)c2c3c(c(=O)oc2c1)CCC3
  0.5%	x	4.1%	4.3%	2.6	-15.2%[57.5 µM]	4.4%	-2.0%	5.8%
> Nc1ccc(-c2ccc(N)cc2)cc1
  9.0%	3.5	-7.0%	-0.3%	-3.1	i	-7.7%	4.0%	9.2%
> COc1ccc(-n2c(/C=C/c3cccc(F)c3)nc3ccccc3c2=O)c(OC)c1
  4.3%	-2.3	-6.0%	9.5%	-4.0	-26.0%	-3.9%	5.4%	-18.5%
> CC(C)=CCC/C(C)=C/CNC(=O)C[C@H]1C[C@H](C(=O)N2CCOCC2)[C@@]2(C)c3[nH]c4cc(-c5ccco5)ccc4c3CCN2C1=O
  -26.2%	19.8	-8.7%	0.0%	-0.6	-17.3%	u	-4.1%	u
> Cc1[nH]c2c(Cl)cccc2c(=O)c1CN1CCCCCC1
  3.0%	3.0	6.4%	7.0%	-0.8	i	2.5%	-2.3%	24.4%
> Cc1ccccc1C(=O)NNC(=S)NC(=O)COc1ccccc1
  -11.3%	x	7.9%	-3.6%	-1.2	i	11.9%	29.9µM*	0.2%
> Cc1cc(C)c2cc(CN(Cc3ccco3)C(=O)NCc3ccccc3)c(=O)[nH]c2c1
  6.6%	-9.6	3.9%	1.1%	-0.6	-10.9%[57.5 µM]	u	-12.4%	u
> CC(=O)OC1C2CCC1C(N1CCCC1)CC2 (stereo not given)
  -12.9%	2.2	5.6%	-0.6%	1.9	i	15.3%	u	18.6%
> C=CCn1c(O)c(Cc2ccc(OCC)cc2)c(=O)[nH]c1=O
  2.6%	-7.7	3.9%	6.9%	0.5	i	-0.2%	-13.2%	28.5%
> Cc1ccccc1C1CC(=O)Nc2ccc3ccccc3c21 (stereo not given)
  x	x	x	-1.7%	x	i	-20.4%	x	u
> Cc1nn(Cc2ccccc2)c(C)c1C(=O)OCC(=O)NCc1ccco1
  2.4%	-6.6	-2.1%	-0.1%	2.1	-21.4%[57.5 µM]	-10.5%	-0.2%	0.8%
> CN(C)S(=O)(=O)c1cccc(C(=O)N2CCC(C(=O)O)(c3ccccc3)CC2)c1
  -16.7%	2.7	6.9%	1.8%	-0.9	i	5.1%	-17.5%	8.6%
> Cc1ccc(-n2c(O)c(C=NCC3CCCO3)c(=O)[nH]c2=O)c(C)c1 (stereo not given)
  13.1%	-10.1	6.8%	5.0%	0.4	i	-12.5%	-4.2%	14.1%
> CC1=NNC(=O)/C1=C\c1cn(-c2ccccc2)nc1-c1ccccc1
  -21.2%	10.3	1.8%	-8.0%	-0.8	-37.8%[inhibitor]	u	5.97µM*	u
> C=CCn1c(=O)c(C=Nc2c(OC)cccc2[N+](=O)[O-])c(O)n(CCCC)c1=O
  14.3%	2.2	-6.2%	19.1%	-2.5	-0.7%	1.9%	6.4%	12.3%
> COC(=O)Cn1cc(C(=O)c2ccccc2F)c2ccccc21
  -0.6%	4.5	0.6%	-0.1%	2.1	-35.5%[inhibitor]	5.3%	7.8%	12.0%
> O=C1C=C(c2c(O)ccc3ccccc23)c2ccccc2C1=O
  35.5µM*	u	15.2%	-5.4%	0.0	-34.3%[inhibitor]	10µM*	7.52µM*	u
> C[C@H]1COC(=O)[C@H](Cc2ccc(F)cc2)CC/C=C/C[C@@H](CC(=O)N(CCO)Cc2ccccc2)C(=O)N1
  -4.5%	3.7	-10.5%	-2.3%	0.6	-39.0%[inhibitor]	-0.5%	-5.1%	u
> COc1ccc(-n2nnnc2C(C2CC2)N2CCC(n3c(=O)[nH]c4ccccc43)CC2)cc1 (stereo not given)
  -18.6%	-3.1	-3.6%	-1.9%	-0.7	-0.1%	-13.7%	2.3%	-26.4%
> CN1CCC(N2CC3CC(C2)c2cccc(=O)n2C3)CC1 (stereo not given)
  5.2%	x	8.1%	0.4%	-0.4	i	-11.9%	-9.7%	4.4%
> Cc1ccccc1C1=NCC(=S)Nc2ccc(Cl)cc21
  -1.1%	-2.8	-13.5%	-3.1%	-2.4	i	u	-14.6%	u
> CN1CCN(c2cccc3c2C(=O)c2ccccc2C3=O)CC1
  -6.5%	-1.6	-4.7%	-1.7%	0.1	i	-28.3%	-3.2%	u
> COC(=O)C1=C(c2ccc(OC(F)(F)F)cc2)C[C@@H]2CC[C@H]1N2C(=O)NCCOc1ccccc1
  -20.0%	4.6	-27.3%	14.5%	1.0	-31.7%[inhibitor]	-5.4%	-14.4%	u
> Cc1nc2ccccc2c(=O)n1-c1ccc(Br)cn1
  11.8%	-0.6	8.5%	7.5%	1.3	-7.5%	6.2%	-2.0%	10.5%
> OC(c1ccccc1)(c1ccccc1)C1CN2CCC1CC2 (stereo not given)
  -7.3%	-28.6	-0.1%	-4.1%&-7.4%	-1.7	i	8.9%	0.2%	0.0%
> COC(=O)C(O)(c1ccc(NC(=O)c2cccs2)cc1)C(F)(F)F (stereo not given)
  -3.3%	-9.4	-6.4%	-2.6%	3.9	-38.8%[inhibitor]	5.5%	-0.1%	-17.8%
> O=C(CCN1CCCCC1)NCC(=O)Nc1ccc(Br)cc1C(=O)c1ccccc1
  -8.4%	x	2.4%	-6.5%	-2.3	i	5.4%	-8.4%	0.0%
> Cc1cc(N(CCCl)CCCl)ccc1C=NNC(=O)Cc1cc(=O)oc2cc(O)ccc12
  -9.9%	-2.2	-6.5%	0.2%	-2.8	-24.4%	242.5%[activator]	-2.5%	-22.6%
> CCCN(CCC)C1Cc2cc(OC)c(OC)cc2C1
  u	0.6	-18.0%	7.0%	2.6	i	0.2%	-8.3%	-4.8%
> O=C1NC(=O)C2C1C1(Cl)C(Cl)=C(Cl)C2(Cl)C1(Cl)Cl (stereo not given)
  -6.8%	3.1	5.1%	1.5%	0.6	-19.9%	-4.4%	-16.2%	-28.8%
> CCOc1ccc2nc(NC(=O)c3cccc(-c4cc5ccccc5oc4=O)c3)sc2c1
  -6.2%	0.4	-5.5%	5.7%	-1.3	-0.2%	48.4%[activator]	-6.3%	u
